Screening results deposited in PubChem BioAssay by National Center for Advancing Translational Sciences (NCATS).
GLS inhibitor: blocks human kidney-isoform glutaminase activity | O94925 | AID 624170 | Potency, µM (highest dose often 45.5 µM), for the others: top-dose activity change, negative = inhibition, usual class: inhibitors | 0.21% of 410,000 active | GLS enzymatic activity, qHTS titration; also: potency is read from the fitted curve at half-maximal effect; % is scaled to controls: 0 for no effect and ±100 for the full control effect
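Compounds were pin-transferred onto hKGA, after which L-glutamine (1 mM solution) and a detection mix of glutamate oxidase, HRP and Amplex Red were added. Initial and 30 min RT fluorescence reads were collected.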
JMJD2A Tudor: inhibitors of human JMJD2A Tudor domain. O75164. AlphaScreen JMJD2A-Tudor / H3K4me3 peptide binding. Potency, µM (titrated, usually from 114 µM), for inactives: at the top dose activity change, negative = inhibition, most hits filed as inhibitors. 4.4% of 390,000 active; also: potency is read from the fitted curve at half-maximal effect; % is scaled to controls: 0 for no effect and ±100 for the full control effect; nearly all actives have a fitted effect of over 50% in size
PI4K2A block: blocks human PI4K2A kinase activity | activity change, negative = inhibition, % at 76.9 µM | purified PI4K2A, ADP-Glo luminescence, 1 h; hits give low values | Q9BTU6 | 0.13% of 420,000 active | AID 1346378; in the data active = activity change below about -50%; inconclusive = mostly about -30% to -49%;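 also: -100% = wells without enzyme as full effect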
Target sequence (Q9BTU6 whole entry, looked up): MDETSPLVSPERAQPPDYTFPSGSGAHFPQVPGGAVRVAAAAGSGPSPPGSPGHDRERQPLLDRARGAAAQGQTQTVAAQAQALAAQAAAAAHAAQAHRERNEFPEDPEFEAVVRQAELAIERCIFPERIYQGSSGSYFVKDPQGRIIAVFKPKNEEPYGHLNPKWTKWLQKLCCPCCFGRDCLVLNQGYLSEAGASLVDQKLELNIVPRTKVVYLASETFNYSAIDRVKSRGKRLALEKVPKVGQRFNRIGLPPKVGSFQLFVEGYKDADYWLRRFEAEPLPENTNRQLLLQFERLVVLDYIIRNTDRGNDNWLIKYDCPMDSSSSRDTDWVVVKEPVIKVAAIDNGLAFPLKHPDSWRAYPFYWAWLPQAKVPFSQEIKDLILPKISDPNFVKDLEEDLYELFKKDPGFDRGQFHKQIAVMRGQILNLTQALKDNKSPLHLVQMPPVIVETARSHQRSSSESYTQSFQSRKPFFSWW
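ADP-Glo luminescence measured ADP generated by PI4K2A enzyme (4 ug/mL before mixing) with 1.2 mM PI substrate (pre-mix) and 300 microM ATP (pre-mix). Tris pH7.5 buffer with MgCl2, Triton X-100; 1 h reaction at ambient temperature.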
ERG-DNA inh: inhibitors of human ERG Ets domain-DNA interaction; P11308; fluorescence polarization, His-ERG Ets domain / labelled DNA; Potency, µM (top dose mostly 76.9 µM), inactives show top-dose FP activity, negative = inhibition, usual class: inhibitors; 0.028% of 370,000 active; AID 624246; active = well fitted inhibition curve with a large enough effect in the polarisation, with a control signal flat; inconclusive = small, poorly fitted or top-dose-only effect, or effect the other way, or a change in a side signal; inactive = no such curve, though single readings can be large or run the other way; the % refers to the polarisation;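 also: polarization taken with two DNA probes labelled with fluorescein and Texas red; potency is read from the fitted curve at half-maximal effect; % of control where 0% means no effect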
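His-tagged ERG Ets domain (1 uM in the protein solution; 300mM KCl, 50mM Tris-HCl, 1mM EDTA, 1mM DTT, pH 7.5) received compound, then a probe mix of 5 nM fluorescein-DNA and 100nM Texas-615-DNA. Fluorescence polarization was read for both dyes.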
12-LOX inh: blocks human arachidonate 12S-lipoxygenase; P18054; purified 12hLO, xylenol orange hydroperoxide absorbance; Potency, µM (titrated, usually from 108 µM), for inactives: at the top dose activity change, negative = inhibition, usual class: inhibitors; 1.1% of 580,000 active; also: potency is read from the fitted curve at half-maximal effect; % is scaled to controls: 0 for no effect and ±100 for the full control effect
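Hydroperoxide product was detected by ferrous iron/xylenol orange as the 573 to 405 nm absorbance ratio. Arachidonic acid at 40 uM (final) was turned over for 30 min at room temperature by 150 nM human 12hLO, pH 7.0 Hepes buffer, after 15 min compound preincubation.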
HP1b binding inh: inhibitors of HP1-beta chromodomain binding to methylated histone tails; P83916; AlphaScreen HP1-beta / biotin-H3K9me3 peptide binding; Potency, µM (series often up to 114 µM), inactives show at the highest dose activity change, negative = inhibition, hits mostly inhibitors; 0.56% of 390,000 active; AID 540317; also: potency is read from the fitted curve at half-maximal effect; nearly all actives have a fitted effect of over 70% in size; inactives centre near 23
Target sequence (P83916 whole entry, looked up): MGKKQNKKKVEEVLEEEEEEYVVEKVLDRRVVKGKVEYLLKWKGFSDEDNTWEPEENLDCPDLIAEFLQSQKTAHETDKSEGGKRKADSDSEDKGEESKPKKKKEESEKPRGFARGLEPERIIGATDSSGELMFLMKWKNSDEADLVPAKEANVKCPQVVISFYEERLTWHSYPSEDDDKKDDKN
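HP1-beta protein (50 nM final) preincubated 30 min at room temperature with biotinylated H3(1-18)K9me3 peptide (50 nM) in PBS pH 7.4, 0.01% Tween-20, then compound added for 30 min. AlphaScreen streptavidin donor/nickel chelate acceptor beads (10 ug/mL final), 30 min dark, luminescence read.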
G9a inh: blocks human histone lysine methyltransferase G9a; Q96KQ7; G9a H3K9 monomethylation, AlphaScreen, 2 h; Potency, µM (titrated, usually from 102 µM), for inactives: at the top dose activity, negative = inhibition, hits mostly inhibitors; 8.8% of 350,000 active; AID 504332; also: potency is read from the fitted curve at half-maximal effect; % is scaled to controls: 0 for no effect and ±100 for the full control effect; nearly all actives have a fitted effect of over 75% in size
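Compounds were preincubated with 20 nM G9a for 15 min, after which biotinylated H3K9 peptide (500 nM) and SAM (20 uM) started a 2 h room-temperature reaction. Monomethylated product was quantified by antibody-based AlphaScreen chemiluminescence.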
BAZ2B inh: blocks human BAZ2B | AID 504333 | 4.4% of 360,000 active | Potency, µM (series often up to 114 µM), for the others: at the top dose activity change, negative = inhibition, usual class: inhibitors | AlphaScreen BAZ2B-H3K14Ac peptide displacement; also: potency is read from the fitted curve at half-maximal effect; % is scaled to controls: 0 for no effect and ±100 for the full control effect; nearly all actives have a fitted effect of over 60% in size
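Compounds, titrated to a top concentration of 110 uM, were incubated 30 min at room temperature with preformed BAZ2B/acetyl-K14 H3 peptide complex (50 nM each). Proximity signal was measured by AlphaScreen after 20 min with beads.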
RGS4 inh: inhibitors of human regulator of G protein signaling 4; P49798; Transcreener GDP fluorescence polarization, RGS4-accelerated GTP hydrolysis; Potency, µM (titrated, usually from 114 µM), inactives show top-dose activity change, negative = inhibition, hits mostly inhibitors; 0.039% of 390,000 active; AID 504845; also: potency is read from the fitted curve at half-maximal effect; % is scaled to controls: 0 for no effect and ±100 for the full control effect; nearly all actives have a fitted effect of over 75% in size; some results filed as inactive show a strong effect at the top dose
Target sequence (P49798 whole entry, looked up): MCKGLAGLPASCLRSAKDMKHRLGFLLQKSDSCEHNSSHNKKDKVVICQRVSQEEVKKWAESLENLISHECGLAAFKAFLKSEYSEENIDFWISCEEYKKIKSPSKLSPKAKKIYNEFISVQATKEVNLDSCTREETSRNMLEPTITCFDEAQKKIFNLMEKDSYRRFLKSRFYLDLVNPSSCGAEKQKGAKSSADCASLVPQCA
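MLSMR compounds (23 nl, pin-transferred) preincubated 10 min at room temperature with a 500nM (2x) first reagent, then RGS4 at 900nM (2x) plus Transcreener GDP mix added; fluorescence polarization (620/688 nm) read before and after 90 min at 30 °C.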
Starred values were filed as active, the others as inactive; ? = inconclusive; . = not tested or not shown; [ ] = another dose, or the depositor's remark. Unless noted, calls follow the shape of the dose curve; as a rule, active = well fitted curve in the direction sought with a large enough effect; inconclusive = small, poorly fitted or top-dose-only effect, or another doubt; inactive = no such curve, though single readings can be large; an effect the other way counts as inactive or inconclusive. The list is partial; the hit share may differ from the screen's.

compound | BAZ2B inh | JMJD2A Tudor | RGS4 inh | HP1b binding inh | G9a inh | GLS inhibitor | ERG-DNA inh | 12-LOX inh | PI4K2A block
CC1C(=O)Nc2ccccc2N1C(=O)c1c(F)cccc1F (configuration not stated) | -1% | -3% | 18% | 12% | -5% | 1% | 5% | 1% | 1
O=C(Nc1cc(S(=O)(=O)N2CCCCC2)ccc1Cl)C1=NN(c2ccccc2)C(=O)CC1 | -4%[57.1 µM] | -5% | -24% | 32% | 10% | -11% | 0% | -18% | 1
CCC(=O)N1CCc2cc(S(=O)(=O)NC(C(=O)Nc3cccc(C)n3)C(C)C)ccc21 (configuration not stated) | 14% | -4% | -13% | 15% | -20%[59 µM] | 16% | -12% | -8% | 0
CN1CCN(CC(O)COc2ccc(S(=O)(=O)N3CCOCC3)cc2)CC1 (configuration not stated) | -1% | -4% | 8% | 38% | 13%[12.7 µM] | 7% | 25% | 2% | 2
CCOc1ccc(S(=O)(=O)N2CCC(C(=O)NCCc3ccc(S(N)(=O)=O)cc3)CC2)cc1 | 7% | 6% | -15% | 40%[activator] | -12% | -5% | -1% | 8% | 0
COCCN(C(=O)c1ccc(N(C)S(=O)(=O)c2ccc(C)cc2)cc1)c1c(N)n(CC(C)C)c(=O)[nH]c1=O | . | -4% | 23% | 20% | . | 0% | 9% | 376%[activator] | -5
O=C(Cc1ccccc1)N1CCC(c2nc(-c3ccc(F)cc3)no2)CC1 | 5% | -5% | 5% | 25% | 12%[59 µM] | 3% | 2% | 16% | -6
COc1ccccc1CNC(=O)C(Cc1c[nH]c2ccccc12)NC(=O)OCc1ccccc1 (configuration not stated) | -9% | -20%[57.1 µM] | -30% | 11% | -6%[59 µM] | -1% | -3% | -10% | -1
O=C(CN1C(=O)CCS(=O)(=O)c2ccccc21)NCc1ccccc1 | 9% | 11% | -5% | 22% | -4%[59 µM] | 9% | -11% | 464%[activator] | 7
COc1ccc(C(=O)N2CCN(Cc3ccccc3)CC2)cc1[N+](=O)[O-] | ? | -11% | 20% | 21% | 13% | 9% | 24% | -7% | -1
COc1ccc(NC(=O)CC2C(=O)N(c3cccc(OC)c3)C(=O)N2CCC(C)C)cc1 (configuration not stated) | -9% | -13% | 8% | 7% | -27%[59 µM] | 2% | -3% | -23% | 1
COc1ccc(C(=O)NCCCNC(=O)c2ccccn2)cc1Br | -15% | 1% | 6% | 25% | -3% | -5% | -15% | -26% | 0
COc1cccc2cc(S(=O)(=O)c3ccc(C)cc3)/c(=N/NS(=O)(=O)c3ccc(C)cc3)oc12 | -19% | -15% | 23% | 22% | 16% | 8% | -7% | 1% | 7
COc1cc2c(cc1OC)C(c1ccccc1)CC2=O (configuration not stated) | -5% | -19% | 11% | 18% | . | 10% | -3% | 19% | -3
O=C(CN1C(=O)C2CCCCC2C1=O)Nc1cccc(C(F)(F)F)c1 (configuration not stated) | . | -8% | -4% | 39% | . | -4% | 2% | 0% | -4
COc1ccc(CNC(=O)CN2C(=O)CSc3ccc(S(=O)(=O)N4CCOCC4)cc32)cc1 | -4%[57.1 µM] | -15% | -10%[56.9 µM] | 57%[activator] | 2% | 4% | -3% | 4% | -1
O=C(NCCCc1ccccc1)c1ccc([N+](=O)[O-])cc1Cl | -12% | -17% | -10% | 22% | 5%[59 µM] | 3% | -11% | -2% | -16
Cc1ccc(OCC(=O)NN2C(=O)c3ccccc3C2=O)c(C)c1 | 7% | -13% | 2% | 17% | 15%[59 µM] | 12% | 2% | 308%[activator] | -12
O=S(=O)(c1ccc(F)cc1)N1CCN(c2ccccc2)CC1 | -11% | 13% | 13% | 6% | 1%[12.7 µM] | 9% | 11% | 0% | 1
C/C(=C\C(=S)Nc1ccccc1)Nc1ccc2ccccc2c1 | 25µM* | 79µM* | -21% | ? | -49%[59 µM] | 12% | 4% | ? | 0

Ordered by the number under PI4K2A block (descending): 3 of the compounds above.
Structure	PI4K2A block
O=C(CN1C(=O)CCS(=O)(=O)c2ccccc21)NCc1ccccc1	7
CC1C(=O)Nc2ccccc2N1C(=O)c1c(F)cccc1F (configuration not stated)	1
COc1ccc(C(=O)N2CCN(Cc3ccccc3)CC2)cc1[N+](=O)[O-]	-1

Rewritten with two lines to a compound: entries from further up
Results follow in this order: BAZ2B inh, JMJD2A Tudor, RGS4 inh, HP1b binding inh, G9a inh, GLS inhibitor, ERG-DNA inh, 12-LOX inh, PI4K2A block
- CC1C(=O)Nc2ccccc2N1C(=O)c1c(F)cccc1F (configuration not stated)
    -1%, -3%, 18%, 12%, -5%, 1%, 5%, 1%, 1
- O=C(Nc1cc(S(=O)(=O)N2CCCCC2)ccc1Cl)C1=NN(c2ccccc2)C(=O)CC1
    -4%[57.1 µM], -5%, -24%, 32%, 10%, -11%, 0%, -18%, 1
- CCC(=O)N1CCc2cc(S(=O)(=O)NC(C(=O)Nc3cccc(C)n3)C(C)C)ccc21 (configuration not stated)
    14%, -4%, -13%, 15%, -20%[59 µM], 16%, -12%, -8%, 0
- CN1CCN(CC(O)COc2ccc(S(=O)(=O)N3CCOCC3)cc2)CC1 (configuration not stated)
    -1%, -4%, 8%, 38%, 13%[12.7 µM], 7%, 25%, 2%, 2
- CCOc1ccc(S(=O)(=O)N2CCC(C(=O)NCCc3ccc(S(N)(=O)=O)cc3)CC2)cc1
    7%, 6%, -15%, 40%[activator], -12%, -5%, -1%, 8%, 0
- COCCN(C(=O)c1ccc(N(C)S(=O)(=O)c2ccc(C)cc2)cc1)c1c(N)n(CC(C)C)c(=O)[nH]c1=O
    ., -4%, 23%, 20%, ., 0%, 9%, 376%[activator], -5
- O=C(Cc1ccccc1)N1CCC(c2nc(-c3ccc(F)cc3)no2)CC1
    5%, -5%, 5%, 25%, 12%[59 µM], 3%, 2%, 16%, -6
- COc1ccccc1CNC(=O)C(Cc1c[nH]c2ccccc12)NC(=O)OCc1ccccc1 (configuration not stated)
    -9%, -20%[57.1 µM], -30%, 11%, -6%[59 µM], -1%, -3%, -10%, -1
- O=C(CN1C(=O)CCS(=O)(=O)c2ccccc21)NCc1ccccc1
    9%, 11%, -5%, 22%, -4%[59 µM], 9%, -11%, 464%[activator], 7
- COc1ccc(C(=O)N2CCN(Cc3ccccc3)CC2)cc1[N+](=O)[O-]
    ?, -11%, 20%, 21%, 13%, 9%, 24%, -7%, -1
- COc1ccc(NC(=O)CC2C(=O)N(c3cccc(OC)c3)C(=O)N2CCC(C)C)cc1 (configuration not stated)
    -9%, -13%, 8%, 7%, -27%[59 µM], 2%, -3%, -23%, 1
- COc1ccc(C(=O)NCCCNC(=O)c2ccccn2)cc1Br
    -15%, 1%, 6%, 25%, -3%, -5%, -15%, -26%, 0
